OPRM1-OPRD1 inv: inverse agonist of human OPRM1-OPRD1 heterodimerization; P35372+P41143; cell-based MOR-DOR heterodimer luminescence, inverse agonism; inhibition, % at 9.3 µM; 340,000 compounds, 0.21% hits; in the data active = inhibition above about 22%, passing the limit was not always enough;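 also: 0% = cells with DMSO and 100% = wells without cells with DMSO; values of inactives mirror those of a sister screen read the other way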
Target sequence (P35372 whole entry, looked up): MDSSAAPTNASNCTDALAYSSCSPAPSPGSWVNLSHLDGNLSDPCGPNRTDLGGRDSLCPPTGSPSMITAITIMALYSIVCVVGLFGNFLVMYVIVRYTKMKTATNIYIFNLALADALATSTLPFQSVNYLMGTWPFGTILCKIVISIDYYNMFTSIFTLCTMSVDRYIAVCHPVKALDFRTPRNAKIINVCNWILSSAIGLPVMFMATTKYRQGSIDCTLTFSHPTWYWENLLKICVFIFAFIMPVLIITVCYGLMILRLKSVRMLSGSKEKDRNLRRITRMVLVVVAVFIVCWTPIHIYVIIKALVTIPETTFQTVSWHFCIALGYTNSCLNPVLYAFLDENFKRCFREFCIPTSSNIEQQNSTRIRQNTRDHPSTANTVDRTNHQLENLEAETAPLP
Target sequence (P41143 whole entry, looked up): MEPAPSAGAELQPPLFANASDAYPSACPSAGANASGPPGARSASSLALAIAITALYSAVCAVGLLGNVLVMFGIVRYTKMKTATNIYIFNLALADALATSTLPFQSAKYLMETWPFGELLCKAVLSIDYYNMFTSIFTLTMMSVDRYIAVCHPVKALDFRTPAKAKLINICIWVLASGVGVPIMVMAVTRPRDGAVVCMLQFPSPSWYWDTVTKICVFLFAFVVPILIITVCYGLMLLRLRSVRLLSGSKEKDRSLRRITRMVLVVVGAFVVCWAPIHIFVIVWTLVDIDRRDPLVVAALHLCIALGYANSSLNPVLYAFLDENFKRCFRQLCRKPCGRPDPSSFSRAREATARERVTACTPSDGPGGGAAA
HTR5A inv ag: inverse agonist of human HTR5A in OPRM1-OPRD1 counter-screen | HTR5A cell line, luminescence, inverse agonism | inhibition, % at 9.3 µM | 340,000 compounds, 0.083% hits; in the data active = inhibition mostly above about 23%, no sharp cut-off; inactive = mostly below about 18%;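 also: 0% = cells with DMSO and 100% = no-cell wells with DMSO; some compounds called inactive have numbers as strong as hits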
DAGLB inh: blocks human DAGLB lipase activity | Q8NCG7 | HEK293T DAGLB membrane lysate, EnzChek fluorogenic substrate | inhibition, % at 5.17 µM | 340,000 compounds, 0.059% hits | AID 504411; in the data active = inhibition above about 34%;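 also: 0% = enzyme with vehicle and 100% = wells lacking enzyme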
V-ATPase pHluor: regulators of yeast V-ATPase proton transport; 350,000 compounds, 0.37% hits; S. cerevisiae, pHLuorin cytosolic pH fluorescence; response, % at 10 µM; in the data active = response mostly above about 7.3%, no sharp cut-off; inactive = mostly below about 5.4%; also: actives read high; inactives centre near 0; some compounds called inactive have numbers as strong as hits; reference of the scale not given here
DSG3 Ab inh: blocks pemphigus antibody binding to human desmoglein-3 | 310,000 compounds, 0.48% hits | AID 588358 | binding (percent of control), % at 10 µM | DSG3-coupled beads, scFv-anti-DSG3-GFP binding, flow cytometry; hits give low values;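 active = binding more than 3 SD below its plate's average and above zero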;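 also: hits lower antibody fragment binding to DSG3; some compounds called inactive have numbers as strong as hits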
HTR5A ag: HTR5A agonism, opioid heterodimer counter-screen; HTR5A agonist assay, luminescence, cell-based; activation, % at 9.3 µM; 340,000 compounds, 0.61% hits; AID 504692; in the data active = activation mostly above about 9.5%, no sharp cut-off; inactive = mostly below about 7.6%;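 also: 0% = cells with vehicle only and 100% = reference agonist; strong numbers were not always called active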
PKA-R1A activ: PKA-R1A complex activation | PKA-R1A dissociation, Cy5-IP20 fluorescence polarization; scaled: DMSO 0%, 113 µM cGMP 100% | AID 504707 | 340,000 compounds, 0.083% hits | activation, % at 11.4 µM;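 active = percent activation above the mean of all tested compounds plus 3 SD, cut at about 19% in these data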;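 also: higher means more PKAc released from R1A so a rise in polarization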
Arr AP2 block: blocks beta-arrestin peptide binding to AP2 adaptin | FITC-arrestin peptide / GST-AP2 beads, flow cytometry; AP2 beta2 appendage carries R879A mutation | inhibition, % at 10 µM | 340,000 compounds, 0.31% hits | AID 504490;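 active = inhibition above a set limit, near 3 SD of compounds lacking own fluorescence, cut at about 54% in these data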;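 also: plate controls were DMSO wells for no effect and 5 µM unlabelled arrestin peptide for full effect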
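System: GST-AP2 R879A glutathione beads | Also added: FITC-arrestin peptide, 50 nM | Times: 12 min plus 1 h, RT | Signal: Bead flow cytometry, FITC channel | Buffer or medium: PBS with 0.05% Tween 20 and 0.1% BSA | Read-out basis: Percent drop in bead-associated FITC signal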
MOR-DOR ag: OPRM1-OPRD1 heterodimerization agonism; P35372+P41143; cells, luminescence; activation, % at 9.3 µM; 340,000 compounds, 0.3% hits; in the data active = activation above about 18%;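 also: 0% = vehicle-treated cells and 100% = reference agonist; values of inactives mirror those of a sister screen read the other way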
PKA-R2B activ: activates the human PKA-R2B holoenzyme complex | P22694+P31323 | PKA-R2B holoenzyme dissociation, Cy5-IP20 fluorescence polarization; R2B truncated from residue 108, S112A mutant; 0% DMSO only, 100% 113 µM cGMP | activation, % at 11.4 µM | 340,000 compounds, 0.079% hits;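 active = activation above a cutoff set at the mean over all compounds plus 3 SD, cut at about 18% in these data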;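 also: higher means more holoenzyme dissociation and a rise in polarization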
* marks the source's active call; other numbers are inactive results; . = not tested or not shown.

Values run as follows: OPRM1-OPRD1 inv, HTR5A inv ag, DAGLB inh, V-ATPase pHluor, DSG3 Ab inh, HTR5A ag, PKA-R1A activ, Arr AP2 block, MOR-DOR ag, PKA-R2B activ
> O=C1NC(=S)S/C1=C\c1cccc([N+](=O)[O-])c1
  11, -15, 15, 3, 118, 4, -7, 3, -2.3, -8
> O=C(c1ccc(F)cc1)N1CCN(c2ccccn2)CC1
  5, -18, 0, 0, 110, 7, 10, -21, -1.0, 3
> Cc1cccc(NC(=O)CN2C(=O)COc3ccc(Cl)cc32)c1
  1, 11, -2, -4, 123, 9, -15, 8, -0.1, -3
> O=C(OCC(=O)c1ccc(Cl)cc1Cl)c1ccccn1
  50*, -4, 1, 0, ., 1, -5, 2, -12, -2
> CC(C)Oc1cccc(C2NC(=O)c3ccccc3O2)c1 (configuration not stated)
  -1, -5, -2, 1, 111, -2, -4, 7, 0.3, -9
> CC(=O)c1cccc(NC(=O)CN(c2ccc(C)cc2)S(=O)(=O)c2cccc3nonc23)c1
  7, 7, -4, 3, 98, -5, -4, 30, -1.3, -8
> CCOc1ccc(-n2nnnc2-c2nc3ccccc3s2)cc1
  9, -1, 0, -2, 79, 0, 0, 18, -1.7, 4
> NC(=O)C1C2C=CC(C2)C1c1ccccc1 (configuration not stated)
  18, -1, 1, -4, 118, 0, -4, -10, -3.6, -4
> Cc1cc(C)cc(NC(=O)Nc2ccc(S(=O)(=O)Nc3cc(C)on3)cc2)c1
  15, -18, 3, -1, 97, 5, 4, -9, -3.2, 1
> COc1cc(NC(=O)c2cccs2)c(OC)cc1NC(=O)c1cccs1
  2, 2, -4, -1, 107, 5, 6, 44, -0.4, -4
> COc1ccc(NC(=O)c2cncc(Br)c2)cc1S(=O)(=O)N1CCCCC1
  0, 6, -3, 2, 103, -2, -5, -9, 0.0, -6
> O=C(Nc1nnc(SCc2ccccn2)s1)C1CC(=O)N(c2ccc(F)cc2)C1 (configuration not stated)
  23, 5, 5, 2, 99, -1, 2, -8, -4.3, -8
> Cn1c(=O)c(=O)n(C)c2cc([N+](=O)[O-])c([N+](=O)[O-])cc21
  -24, -1, -4, -5, 109, 0, -6, 0, 5.0, -6
> COc1ccc(-c2nn(-c3ccccc3)cc2CO)cc1OC
  -1, -18, -1, 0, ., 10, -1, -3, 0.1, 4
> COc1ccccc1CNC(=O)c1csc2c1CCCC2
  15, -14, -2, -1, 84, 5, -15, -2, -2.4, -8
> COc1ccc(Cc2nnc(SCC(=O)Nc3ccc(C)cc3C)[nH]c2=O)cc1
  5, 1, 4, -4, 96, -2, -9, 7, -0.9, -5
> CCOC(=O)C1=C(N)OC2=C(C(=O)CC(C)(C)C2)C1c1ccc(C)s1 (configuration not stated)
  7, 11, -2, -4, 106, -6, 2, -10, -1.5, 0
> CN(C)c1nc2c(cnn2C)c(=O)[nH]1
  2, 8, -1, 0, 120, -2, -5, 1, -0.4, 0
> Cc1cc2nn(-c3cccc4ccccc34)nc2cc1N
  -10, 5, 3, 1, ., -1, 7, 20, 1.7, 5
> COc1ccc(N2CCN(C(=O)c3sc4nc(-c5ccc(F)cc5)cn4c3C)CC2)cc1
  -7, -24, 1, -3, 27*, 9, -3, 6, 1.2, 11
> O=C(OCc1ccc(Cl)c(Cl)c1)c1cnccn1
  3, 29, -2, -3, 100, 2, 10, 1, -0.5, -10
> Cc1ccc(NC(=O)c2cc(S(=O)(=O)N3CCOCC3)ccc2Cl)cc1S(=O)(=O)N1CCOCC1
  5, 9, -2, 1, 103, -4, -10, -8, -1.3, -2
> Cc1[nH]c(=S)c(C#N)c(C)c1CC(=O)c1ccc(Br)cc1
  4, 2, -2, 0, 101, 0, 5, 21, -0.9, -12
> CCOC(=O)C(C)Sc1nc2c([nH]c3ccccc32)c(=O)n1C (configuration not stated)
  -74, -20, 3, 2, ., 1, -4, 32, 16, -3
> N#CC1=C(N)C2=CCCC[C@H]2[C@H](c2ccccc2)C1(C#N)C#N
  15, -14, 1, -2, 104, -3, 0, 1, -3.3, -8
> Cc1ccc(CCC(=O)Nc2ccc(CC(=O)O)cc2)o1
  -2, -8, 1, 4, 89, 2, 4, 30, 0.5, -5
> Cc1ccccc1NC(=O)COc1coc(CN2CCN(Cc3ccccc3)CC2)cc1=O
  -1, -29, 0, -2, 108, 5, -8, 31, 0.2, 3
> O=C(Nc1nc2ccccc2s1)c1cnccn1
  17, -11, -2, -5, 98, 2, 3, -4, -2.9, 6
> COc1ccc(F)cc1C(=O)C1CCCN(Cc2cccn2-c2cccnc2)C1 (configuration not stated)
  -35, 30, -3, 1, 110, -2, -1, 0, 6.9, 6
> CN(C)CCNC(=O)C(=O)Nc1ccc2c(c1)N(S(=O)(=O)c1cccs1)CCC2
  28, 3, 0, -6, 99, -2, 1, -4, -5.7, -10
> COC(=O)c1cc2sccc2n1CC(=O)Nc1cccc(SC)c1
  -23, -3, -5, -1, 104, 1, -17, -2, 3.9, 0
> CCNC(=O)n1cc(-n2cncn2)c(-c2ccc(Cl)cc2)n1
  15, -2, -2, 3, 102, 1, -12, 14, -2.9, -13
> NC(=O)N1c2ccccc2CC(=O)c2ccccc21
  4, 5, 0, 8, ., -1, -4, 13, -0.8, -4
> CC(C)(C)c1ccc(C(=O)CSc2n[nH]c(=O)[nH]c2=O)cc1
  2, -46, 2, 1, 100, 0, -12, -12, -0.4, -13
> O=[N+]([O-])c1ccc(CS(=O)Cc2ccccc2)cc1 (configuration not stated)
  15, -3, -1, 0, 95, 1, -1, -4, -3.4, -10
> CCOc1ccc2[nH]c3c(NCCOC)ncnc3c2c1
  8, -18, -3, 1, 93, 5, -1, 3, -1.6, -12
> Cc1cc(C)c2nc(N)sc2c1
  8, -2, 2, -2, 102, 2, -9, -54, -1.4, 7
> CN(C)CCCNC(=O)C[C@H]1C[C@H](C(=O)N2CCCCC2)[C@@]2(C)c3[nH]c4cc(-c5ccco5)ccc4c3CCN2C1=O
  9, -8, 2, 9, 100, 2, -4, 8, -1.8, 0
> O=C(c1ccco1)N1CCN(C(=O)c2cc3ccccc3oc2=O)CC1
  4, 13, -3, -1, 93, -4, -5, 27, -0.6, -10
> Cc1ccc(-c2nonc2NC(=O)c2ccco2)cc1
  0, 16, -1, -2, 99, -2, -8, -12, -0.1, 0
> NNC(=O)CCC(=O)Nc1ccccc1
  7, 24, 2, -2, 105, -2, 6, 5, -1.4, -1
> COc1ccc(/C=N/NC(=O)c2sccc2OCc2ccc(F)cc2)cc1OC
  4, -20, -5, -6, 98, 7, -8, 5, -0.7, -14
> COCC1CCCN(Cc2cn[nH]c2-c2cc3ccccc3o2)C1 (configuration not stated)
  14, -11, 0, -3, 94, 4, -4, 24, -2.8, 9
> CCNc1nc(NCC)nc(N/N=C/c2ccc(Br)cc2)n1
  2, 7, 0, 5, 102, -3, -2, 40, -0.4, 11
> Cc1ccc(-n2nnnc2SCC(=O)c2c(N)n(C3CC3)c(=O)[nH]c2=O)c(C)c1
  10, 0, 6, 3, 104, 6, 7, -7, -2.5, -10
> CCOC(=O)c1sc(/S(C)=N\S(=O)(=O)c2cccc(Cl)c2)c2c1CCC=C2 (configuration not stated)
  -2, -21, 0, 5, 103, -5, -1, -12, 0.4, 2
> COCCNC(=S)Nc1ccc(N2CCCCC2)cc1
  11, -4, 0, 9, 95, 2, 1, 40, -2.2, -3
> CN(C1CCCCC1)S(=O)(=O)c1ccc(SCC(=O)C(C)(C)C)nc1
  -10, -13, -12, 1, 102, 1, 6, 14, 2.6, -4
> C=C1CN(Cc2ccccc2)S(=O)(=O)c2ccccc21
  13, 2, -5, -1, 102, 2, -6, -2, -2.3, -8
> Nn1c(Cc2cccc3ccccc23)nnc1SCCOc1ccc(Br)cc1
  4, 0, -1, 0, 96, 0, 1, 12, -0.7, -6
> Brc1ccc(OCc2cn3ccccc3n2)cc1
  -13, 18, -1, 5, 122, -2, 0, 5, 2.5, -12
> COc1ccccc1Nc1nc(-c2sc(NC(=O)C(C)(C)C)nc2C)cs1
  14, -5, 2, -2, ., -1, -24, 2, -2.5, -11

14 structures out of the list, ordered by molar mass, falling.
Values run as follows: OPRM1-OPRD1 inv, HTR5A inv ag, DAGLB inh, V-ATPase pHluor, DSG3 Ab inh, HTR5A ag, PKA-R1A activ, Arr AP2 block, MOR-DOR ag, PKA-R2B activ
> CN(C)CCCNC(=O)C[C@H]1C[C@H](C(=O)N2CCCCC2)[C@@]2(C)c3[nH]c4cc(-c5ccco5)ccc4c3CCN2C1=O
  9, -8, 2, 9, 100, 2, -4, 8, -1.8, 0
> Nn1c(Cc2cccc3ccccc23)nnc1SCCOc1ccc(Br)cc1
  4, 0, -1, 0, 96, 0, 1, 12, -0.7, -6
> CCOC(=O)c1sc(/S(C)=N\S(=O)(=O)c2cccc(Cl)c2)c2c1CCC=C2 (configuration not stated)
  -2, -21, 0, 5, 103, -5, -1, -12, 0.4, 2
> COc1ccc(/C=N/NC(=O)c2sccc2OCc2ccc(F)cc2)cc1OC
  4, -20, -5, -6, 98, 7, -8, 5, -0.7, -14
> Cc1ccc(-n2nnnc2SCC(=O)c2c(N)n(C3CC3)c(=O)[nH]c2=O)c(C)c1
  10, 0, 6, 3, 104, 6, 7, -7, -2.5, -10
> COc1ccccc1Nc1nc(-c2sc(NC(=O)C(C)(C)C)nc2C)cs1
  14, -5, 2, -2, ., -1, -24, 2, -2.5, -11
> CN(C1CCCCC1)S(=O)(=O)c1ccc(SCC(=O)C(C)(C)C)nc1
  -10, -13, -12, 1, 102, 1, 6, 14, 2.6, -4
> CCNc1nc(NCC)nc(N/N=C/c2ccc(Br)cc2)n1
  2, 7, 0, 5, 102, -3, -2, 40, -0.4, 11
> O=C(c1ccco1)N1CCN(C(=O)c2cc3ccccc3oc2=O)CC1
  4, 13, -3, -1, 93, -4, -5, 27, -0.6, -10
> COCCNC(=S)Nc1ccc(N2CCCCC2)cc1
  11, -4, 0, 9, 95, 2, 1, 40, -2.2, -3
> C=C1CN(Cc2ccccc2)S(=O)(=O)c2ccccc21
  13, 2, -5, -1, 102, 2, -6, -2, -2.3, -8
> Cc1ccc(-c2nonc2NC(=O)c2ccco2)cc1
  0, 16, -1, -2, 99, -2, -8, -12, -0.1, 0
> NC(=O)N1c2ccccc2CC(=O)c2ccccc21
  4, 5, 0, 8, ., -1, -4, 13, -0.8, -4
> Cc1cc(C)c2nc(N)sc2c1
  8, -2, 2, -2, 102, 2, -9, -54, -1.4, 7
